USP2a inh = USP2a (human) protease inhibition; O75604; USP2 core, Ub-CHOP2 coupled fluorogenic reporter, 485/531; Potency, µM (titrated, usually from 38.3 µM), without a hit: at the highest dose activity change, negative = inhibition, most hits filed as inhibitors; 0.01% of 330,000 active; AID 463254;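 also: potency is read from the fitted curve at half-maximal effect; plate controls were DMSO wells for no effect and full inhibition by NEM control for full effect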
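Deubiquitinase activity read as fluorescence (485/531 nm) after Ub-CHOP2 cleavage activates the enterokinase reporter on its substrate; USP2 core 10nM, Ub-CHOP2 and substrate 25nM each, 30min compound preincubation then 60min RT; data normalized to NEM, curves fitted.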
KCNH2 WT inh = inhibitors of human wildtype KCNH2 potassium channel | Q12809 | U2OS, BacMam KCNH2, thallium flux FluxOr; hits give low values | AID 720551 | activity change, % at 1.84 µM | 0.37% of 340,000 active;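 active = maximum activity change below -70%; inconclusive = maximum activity change between -70% and -50%; inactive = maximum activity change above -50%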; also: % is scaled to controls: 0 for no effect and ±100 for the full control effect
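U2OS cells transduced with wild-type KCNH2 virus are loaded with FluxOr dye for 45 min, and thallium flux is measured in kinetic reads before and after stimulation buffer. Rate constants are normalized to DMSO controls.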
Eya2 phos inh = inhibitors of human Eya2 phosphatase activity; O00167; recombinant Eya2, OMFP fluorescence dephosphorylation (OMFP is methylfluorescein phosphate); Potency, µM (highest dose often 76.9 µM), without a hit: at the highest dose activity, negative = inhibition, actives largely listed as inhibitors; 0.006% of 330,000 active; AID 488837; also: potency is read from the fitted curve at half-maximal effect; % is scaled to controls: 0 for no effect and ±100 for the full control effect
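Eya2 (0.2 uM) preincubated 10 min at ambient with compound, then OMFP substrate added at 50 uM; 10 min reaction in 50 mM HEPES pH 7.5, 50 mM NaCl, 5 uM MgCl2, 0.05% BSA, 1 mM DTT. Fluorescence read at Ex 485/Em 525 nm.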
A-T KAP1 phos = candidate therapy for ataxia-telangiectasia | […] A-T fibroblasts, KAP-1 phosphorylation AlphaLISA; neocarzinostatin DNA damage 30 min before lysis | Potency, µM (doses to about 57.5 µM), for inactives: at the top dose activation, most hits filed as activators | 0.19% of 320,000 active; also: potency is read from the fitted curve at half-maximal effect; % of control where 0% means no effect; nearly all actives have a fitted effect of over 45% in size
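ATM-like activity read as KAP-1 phosphorylation via AlphaLISA donor/acceptor antibody pairs after lysis and 6 hr at 25C. Cells were ATM-null patient fibroblasts ([…], hTERT), dosed 60 min, then exposed to the DSB inducer NCS for 30 min.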
Mito fusion act = mitochondrial division inhibition or fusion activation; S. cerevisiae fusion-defective mutant growth rescue, CellTiterGlo 48 h; Potency, µM (doses to about 46.1 µM), for inactives: at the highest dose growth rescue (activation), most hits filed as activators; 0.23% of 320,000 active; AID 485298;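 also: potency is read from the fitted curve at half-maximal effect; % of control where 0% means no effect; nearly all actives have a fitted effect of over 45% in size; temperature-sensitive fusion mutants such as fzo1-1 at 37 °C on non-fermentable ethanol glycerol medium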
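Luminescent cell viability in 1536-well qHTS format served as the measure of rescued growth in ts fusion-mutant S. cerevisiae cultured on non-fermentable YPEG for 48 hours at 37C.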
TSHR antag = human thyrotropin receptor antagonism; TSHR-expressing cells, TSH-stimulated cAMP HTRF, 2 h; hits give low values; activity change, negative = inhibition, % at 11.5 µM; 0.2% of 330,000 active; AID 504810;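 active = activity change below a set negative limit, meaning inhibition stronger than a set level, cut at about -70% in these data; inconclusive = activity change between two set negative limits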; also: % is scaled to controls: 0 for no effect and ±100 for the full control effect
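TSHR-expressing cells, 200/well, pre-treated with compound, then stimulated with EC80 TSH (4nM final) for 2 hours at 37 deg C. cAMP measured by competitive HTRF: anti-cAMP cryptate antibody in lysis buffer plus cAMP-d2, read after 30 minutes at room temperature.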
ELG1 DNA repair = inhibitors of ELG1-dependent DNA repair in HEK293T cells. HEK293T ELG1-luciferase reporter, luminescence, 16 h; DNA damage induced by 5-fluorouridine. Potency, µM (top dose mostly 46.1 µM), for inactives: at the top dose activity change, negative = inhibition, hits mostly inhibitors. 2.3% of 330,000 active; also: potency is read from the fitted curve at half-maximal effect; % is scaled to controls: 0 for no effect and ±100 for the full control effect; nearly all actives have a fitted effect of over 55% in size
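5-Fluorouridine DNA damage + compound/DMSO, 2,000 cells/well, 16 h, 37 °C/5% CO2. ONE-Glo, 30 min RT, luminescence. Readout = decrease in reporter signal.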
TRPV1 agonist = human TRPV1 agonism | Q8NER1 | TRPV1-expressing cells, Fluo-8 calcium influx, agonist mode | activation, % at 8.33 µM | 0.19% of 320,000 active | AID 540275; in the data active = activation above about 80%; inconclusive = between about 30% and that limit; also: 0% is about no effect
Target sequence (Q8NER1 whole entry, looked up): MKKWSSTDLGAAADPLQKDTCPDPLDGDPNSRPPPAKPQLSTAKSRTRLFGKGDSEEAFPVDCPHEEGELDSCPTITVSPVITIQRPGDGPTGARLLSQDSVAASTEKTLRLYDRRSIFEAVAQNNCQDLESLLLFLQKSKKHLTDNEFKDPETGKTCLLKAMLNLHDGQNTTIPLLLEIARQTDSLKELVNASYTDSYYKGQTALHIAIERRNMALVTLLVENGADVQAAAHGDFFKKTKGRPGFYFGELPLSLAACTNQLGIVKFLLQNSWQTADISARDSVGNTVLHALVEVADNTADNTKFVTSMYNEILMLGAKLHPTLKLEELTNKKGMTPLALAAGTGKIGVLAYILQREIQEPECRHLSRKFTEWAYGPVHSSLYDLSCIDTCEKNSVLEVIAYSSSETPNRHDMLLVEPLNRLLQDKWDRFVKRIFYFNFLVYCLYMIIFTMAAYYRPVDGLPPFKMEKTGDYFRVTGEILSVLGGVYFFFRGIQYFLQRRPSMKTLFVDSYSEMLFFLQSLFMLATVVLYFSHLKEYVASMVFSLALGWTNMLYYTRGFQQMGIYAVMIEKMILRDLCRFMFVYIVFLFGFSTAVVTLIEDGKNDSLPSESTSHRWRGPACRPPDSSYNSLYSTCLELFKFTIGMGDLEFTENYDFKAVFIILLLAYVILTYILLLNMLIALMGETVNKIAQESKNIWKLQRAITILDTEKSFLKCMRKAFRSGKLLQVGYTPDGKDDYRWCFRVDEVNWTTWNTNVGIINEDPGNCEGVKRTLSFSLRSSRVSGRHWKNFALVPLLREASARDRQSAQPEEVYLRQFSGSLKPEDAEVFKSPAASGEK
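TRPV1-expressing cells were cultured overnight at 35.5C and loaded with Fluo-8 calcium dye for 40 to 90 min at room temperature. After a 10 s baseline, compound was added and calcium influx was read kinetically for 3 min (ex 480/em 520 nm).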
KCNH2 3.1 inh = inhibitors of human KCNH2 3.1 potassium channel isoform. 0.95% of 340,000 active. U2OS KCNH2 3.1, thallium flux FluxOr; hits give low values. activity change, % (tested at about 1.8 µM);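 active = maximum activity change below -70%; inconclusive = maximum activity change from -70% to -50%; inactive = maximum activity change above -50%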;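 also: thallium influx rate constant from kinetic fluorescence after stimulation buffer; % is scaled to controls: 0 for no effect and ±100 for the full control effect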
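Thallium flux read-out: FluxOr dye with Red40 quencher in HBSS/HEPES, 45 min at RT. Rate constants from kinetic reads were normalized to positive and negative DMSO controls. Cells: U2OS virally expressing the 3.1 isoform.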
TCR act = T cell receptor activation; 330,000 tested, under 10 active; AID 504894; primary human leukocytes, anti-CD3, IL-2 HTRF, 48 h; Potency, µM (top dose mostly 9.22 µM), inactives show top-dose activation of IL-2 secretion, actives largely listed as activators; also: % of control where 0% means no effect
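Activity was scored as IL-2 release from primary human leukocytes given only a TCR signal (a-CD3 beads) plus compound for 48 hr. Detection used a two-antibody HTRF format read at 665nm.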
Active calls of the source: *; ? = inconclusive; / = not tested or not shown; [ ] = dose if it differs, or a comment. Unless noted, calls follow the shape of the dose curve; as a rule, active = well fitted curve in the direction sought with a large enough effect; inconclusive = small, poorly fitted or top-dose-only effect, or another doubt; inactive = no such curve, though single readings can be large; an effect the other way counts as inactive or inconclusive. A portion of the library, so the mix of outcomes need not match the whole.

SMILES | USP2a inh | KCNH2 WT inh | Eya2 phos inh | A-T KAP1 phos | Mito fusion act | TSHR antag | ELG1 DNA repair | TRPV1 agonist | KCNH2 3.1 inh | TCR act
C=CCNC(=O)c1ccccc1NC(=O)c1ccccc1 | 1.6% | -0.3 | -1.7% | 0.7% | 7.9% | 10.4 | -2.3% | 8.4 | -2.7 | -6.5%
O=C(N/N=C/c1cc2c(cc1Br)OCO2)C1COc2ccccc2O1 (stereo not drawn) | 2.9% | -0.4 | 3.1% | 15.1% | 3.4% | -2.4 | ? | 10.5 | -6.5 | /
Cc1[nH]nc2c1C(c1ccoc1)C(C#N)=C(N)O2 (stereo not drawn) | 1.5% | 7.5 | 12.6% | 1.0% | -3.4% | 5.6 | 12.7% | -1.3 | -1.3 | -2.9%
CCSc1oc(-c2ccco2)nc1S(=O)(=O)c1ccc(C)cc1 | 3.4% | -8.4 | -10.0% | -3.7% | -7.7% | -1.7 | 8.7% | 12.7 | -34.5 | 1.0%
CC[C@]12c3[nH]c4ccc(Cl)cc4c3CCN1C(=O)[C@@H](CC(=O)NCc1cccc(C(F)(F)F)c1)C[C@@H]2C(=O)N1CCN(C(=O)C2CC2)CC1 | -2.2% | 2.1 | -17.9% | 8.0% | / | -5.0 | ? | / | -6.3 | 1.8%[46.1 µM]
COc1cccc(C2=NOC(C(=O)NCc3cccs3)C2)c1 (stereo not drawn) | -1.0% | 2.2 | -4.7% | -15.9% | -6.3% | -6.4 | ? | -1.1 | 1.5 | -9.0%
O=C(Cc1ccccc1)NNC(=O)c1ccc(Br)o1 | -1.0% | -37.9 | 13.2% | 2.8% | 0.8% | 7.9 | -0.7% | -5.7 | -16.3 | -3.4%
Cc1cnc(CNC(=O)CC2C(=O)NCCN2Cc2ccccc2C(F)(F)F)cn1 (stereo not drawn) | 5.2% | 0.7 | -4.7% | -11.5% | -1.1% | 4.5 | 5.5% | -0.1 | 1.0 | -3.7%
CC(=NNS(=O)(=O)c1cccc([N+](=O)[O-])c1)c1ccc(-n2ccnc2)cc1 | -6.7% | -4.1 | 2.0% | 33.7% | / | 6.5 | 1.6% | / | -20.6 | 1.3%
CCCCCCC[C@@H](C/C=C/CCC(=O)O)OC | 2.0% | -0.8 | 4.3% | 10.0% | / | -19.6 | 5.5% | / | / | -4.8%
O=C(NC1CCS(=O)(=O)C1)c1ccc2c(c1)OCO2 (stereo not drawn) | 0.6% | 16.4 | -9.1% | -4.7% | -3.9% | -8.1 | ? | -2.9 | 6.9 | 8.6%
OCCC1CN(Cc2cn[nH]c2C2CCCCC2)CCN1Cc1ccccc1 (stereo not drawn) | 2.8% | 4.4 | 5.9% | 1.0% | 7.2% | 6.3 | -3.1% | 0.7 | -22.4 | -5.2%
COc1ccc(CNc2nc(NC(C)=O)nn2-c2ccccc2)cc1 | 0.6% | 17.0 | -10.1% | 4.4% | -0.6% | 2.9 | 12.1% | 2.5 | 6.7 | -13.6%
COc1ccc(Cc2nnc(CCc3ccccc3)s2)cc1 | -0.4% | -5.0 | -11.5% | 1.2% | -1.2% | -5.7 | 19.1% | 19.1 | -0.5 | /
O=C(N/N=C/c1ccc(O)cc1)c1cc(C2CC2)[nH]n1 | 0.3% | -0.8 | 0.4% | 4.9% | 2.4% | -11.0 | 2.3% | -2.2 | 11.8 | 4.4%
CCOC(=O)c1sc(N)c(C(=O)OC)c1C | 0.2% | -16.6 | 1.2% | -2.7% | 7.3% | -5.8 | ? | -0.2 | -39.8 | -7.7%
C=CCn1c(SCc2ccc(C(=O)OC)cc2)nnc1-c1sc(N)nc1C | -0.2% | -5.6 | -1.0% | -4.8% | 8.7% | 23.8 | 12.7% | 3.7 | 0.0 | /
CC1CCN(C(=O)CSc2nnc3c(n2)[nH]c2ccccc23)CC1 | 4.4% | -8.5 | -9.8% | 1.2% | 0.1% | -3.1 | -19.0% | 16.5 | 0.2 | -57.8%
CCCNC(=O)NC(=O)CSc1nncs1 | 0.5% | 7.7 | 0.4% | -7.5% | -10.7% | 14.1 | 6.6% | -2.3 | 6.9 | -21.2%
CCOc1cc(C(=O)NCc2ccccc2)ccc1OCC(=O)N1CCOCC1 | -0.2% | -5.4 | 4.9% | 0.6% | 0.3% | -5.1 | 20.9% | 1.5 | 6.1 | 6.0%
COc1ccc(/C=N/NC(=O)c2c(-c3ccccc3)noc2C)cc1[N+](=O)[O-] | 1.9% | -2.2 | 8.4% | 7.2% | -1.5% | -3.9 | ? | -5.1 | 11.2 | 3.5%
O=C(NC(=S)Nc1nc2c(s1)CSc1ccccc1-2)c1ccccc1 | 1.9% | 0.3 | -20.6% | 0.0% | -2.8% | -7.1 | 0.0% | -0.6 | 6.5 | 0.4%
COc1cc(C)ccc1OCC(=O)OCC(=O)c1[nH]c(C)c(C(C)=O)c1C | 4.0% | -2.3 | 6.7% | 2.1% | / | -4.9 | -4.2% | / | 4.1 | 6.2%
CC(=O)Nc1nc(C)c(CCCOc2ccc([N+](=O)[O-])cc2)c(=O)[nH]1 | 2.2% | 9.6 | ? | -5.4% | -9.5% | 6.6 | 7.8% | 18.7 | 4.7 | 5.2%
Cc1oc(-c2ccccc2)nc1CC(=O)O | 2.1% | 3.4 | 1.0% | 2.4% | -2.9% | -6.9 | 12.1% | 1.1 | 20.3 | 0.1%
Going on with the list.
SMILES | USP2a inh | KCNH2 WT inh | Eya2 phos inh | A-T KAP1 phos | Mito fusion act | TSHR antag | ELG1 DNA repair | TRPV1 agonist | KCNH2 3.1 inh | TCR act
CCCCN(CC(=O)Nc1c(C)cccc1CC)C(=O)SCC | -7.2% | 3.4 | 15.9% | 2.9% | -1.2% | 0.4 | -8.6% | 17.4 | -1.6 | -0.1%
COc1ccc(C(=O)N/N=C/c2ccc(OC)c(COc3ccccc3)c2)cc1 | 2.2% | 2.7 | -0.4% | 11.3% | 2.1% | -1.3 | 12.0% | -2.7 | -17.3 | 2.2%
COc1cc(OC)cc(C(=O)N[C@H](C(=O)OCC(=O)c2ccc(F)cc2)C(C)C)c1 | 0.6% | -27.6 | -4.8% | -3.2% | 4.9% | -1.6 | -6.8% | 5.7 | 3.6 | 5.7%
O=C(Nc1ccccc1)N1CCN(S(=O)(=O)c2ccccc2)CC1 | -1.2% | 4.8 | 3.5% | -0.3% | -3.4% | 2.6 | 7.3% | ? | -2.0 | -1.6%
CCOC(CNC(=O)Cn1nc(C)c2ccccc21)OCC | 1.4% | -3.4 | 2.9% | -1.2% | 7.4% | 8.1 | 12.9% | -3.0 | 14.2 | 15.3%
CC1=C/C(=N\NC(=O)c2cccs2)CC(C)(C)C1 | 2.6% | -10.1 | 0.3% | 1.4% | -1.5% | -3.4 | -25.6% | 3.0 | -4.1 | 4.9%
COCc1c(C(=O)N/N=C(\C)c2ccc(Cl)s2)nnn1-c1nonc1N | 0.3% | 0.6 | 0.3% | 10.2% | -4.1% | -14.2 | 10.3% | -5.8 | 1.4 | -3.4%
COc1ccc(CC(=O)OCC(=O)NC(=O)Nc2ccccc2F)cc1 | 1.3% | -1.8 | 9.0% | -9.0% | -0.8% | -7.0 | ? | 6.7 | 9.0 | -2.6%
CCN(CC)C(=O)[C@H]1C[C@H](CC(=O)NCCN2CCOCC2)C(=O)N2CCc3c([nH]c4cc(CCC(=O)N(C)C)ccc34)[C@]12C | 1.0% | -10.5 | 7.1% | -4.5%[11.5 µM] | / | -0.7 | ? | / | -6.3 | -1.4%[46.1 µM]
CSc1ncccc1C(=O)N(C)CC(=O)Nc1ccc(Cl)cc1 | -0.3% | 1.7 | -8.1% | -0.2% | -2.4% | -6.6 | 0.2% | 5.9 | -7.3 | -1.5%
O=C(COc1ccc(/C=N/NC(=O)C(=O)N2CCCCC2)cc1)Nc1ccccc1Cl | -2.6% | -0.8 | 10.4% | 0.6% | -2.2% | -7.5 | 16.6% | 10.2 | 1.2 | -0.1%
O=C(CCl)c1ccc2c(c1)CCN2C(=O)C1CC1 | -0.6% | / | 8.7% | 0.1% | -25.9% | -4.3 | ? | 1.9 | / | /
C[C@H](NC(=O)c1[nH]cnc1C(=O)Nc1ccc(Cl)cc1)C(=O)OC(C)(C)C | 1.2% | -10.0 | 3.9% | ? | -4.1% | -0.6 | ? | 8.8 | -1.2 | 0.2%
Cc1ccc(C(C(=O)NCc2ccc(F)cc2)N(C(=O)c2csnn2)C2CC2)cc1 (stereo not drawn) | 0.4% | -10.7 | -1.8% | -4.1% | -19.7% | -8.1 | -6.6% | 8.8 | -6.4 | 10.9%

3 of the entries above in order of the Eya2 phos inh value, rising:
| structure | Eya2 phos inh |
| --- | --- |
| COc1cc(OC)cc(C(=O)N[C@H](C(=O)OCC(=O)c2ccc(F)cc2)C(C)C)c1 | -4.8% |
| CC1=C/C(=N\NC(=O)c2cccs2)CC(C)(C)C1 | 0.3% |
| CCN(CC)C(=O)[C@H]1C[C@H](CC(=O)NCCN2CCOCC2)C(=O)N2CCc3c([nH]c4cc(CCC(=O)N(C)C)ccc34)[C@]12C | 7.1% |

Compound activity from PubChem.
